TDP1 cell noCPT: qHTS for Inhibitors of human tyrosyl-DNA phosphodiesterase 1 (TDP1): qHTS in cells in absence of CPT. DT40 Tdp1-/- hTDP1 cells, no CPT, ATP luminescence, 48 h. Potency, µM (doses to about 46.2 µM), for the others: at the highest dose activity change, negative = growth inhibition, usual class: inhibitors. 420,000 compounds, 15% hits. AID 686978, 2013; also: nearly all actives have a fitted effect of over 55% in size
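Seeded 400 DT40-hTDP1 cells/well (vehicle DMSO, no 20 nM CPT); pinned compounds; ≥48 hr at 37 °C; CellTiter-Glo luminescence as viability measure.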
TDP1 cell CPT: growth inhibition of DT40 Tdp1-/-;hTDP1 cells with camptothecin (screen for TDP1 inhibitors); chicken DT40 Tdp1-/-;hTDP1 cells + 20 nM CPT, ATP luminescence, 48 h; Potency, µM (highest dose often 46.2 µM), for inactives: at the top dose activity change, negative = growth inhibition, usual class: inhibitors; 420,000 compounds, 12% hits; AID 686979; also: nearly all actives have a fitted effect of over 55% in size
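Chicken DT40 Tdp1-/- cells stably complemented with human TDP1 were seeded at 400 cells/well in medium containing 20 nM camptothecin, exposed to pin-transferred compounds, and grown at 37 °C for at least 48 hr. Viability was read as ATP luminescence.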
TDP1 inh: blocks human tyrosyl-DNA phosphodiesterase 1; Q9NUW8; recombinant TDP1, AlphaScreen DNA substrate cleavage; Potency, µM (doses to about 130 µM), for inactives: at the highest dose activity change, negative = inhibition, usual class: inhibitors; 350,000 compounds, 0.28% hits; AID 485290; also: nearly all actives have a fitted effect of over 40% in size
Target sequence (Q9NUW8 whole entry, looked up): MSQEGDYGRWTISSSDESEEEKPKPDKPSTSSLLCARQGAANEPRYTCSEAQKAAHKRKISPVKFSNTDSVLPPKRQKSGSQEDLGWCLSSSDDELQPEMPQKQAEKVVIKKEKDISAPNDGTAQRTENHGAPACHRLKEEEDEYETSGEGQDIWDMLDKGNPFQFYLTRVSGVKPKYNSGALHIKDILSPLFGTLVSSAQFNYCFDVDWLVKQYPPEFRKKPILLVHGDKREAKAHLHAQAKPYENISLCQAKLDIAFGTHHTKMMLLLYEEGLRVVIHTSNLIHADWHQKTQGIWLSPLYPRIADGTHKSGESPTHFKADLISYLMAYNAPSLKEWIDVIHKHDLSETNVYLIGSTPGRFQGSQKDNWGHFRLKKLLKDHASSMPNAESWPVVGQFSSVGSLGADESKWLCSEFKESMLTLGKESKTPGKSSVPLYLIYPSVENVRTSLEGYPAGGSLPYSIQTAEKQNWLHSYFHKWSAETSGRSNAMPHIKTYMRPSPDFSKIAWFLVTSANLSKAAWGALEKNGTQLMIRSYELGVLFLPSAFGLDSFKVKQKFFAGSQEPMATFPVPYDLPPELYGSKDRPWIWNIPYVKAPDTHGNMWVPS
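Recombinant human Tdp1 (E. coli-expressed, 1 nM final) preincubated with compounds 15 min at room temperature, then 5'-biotin/3'-phosphotyrosine-FITC DNA substrate (15 nM final) added for 5 min. AlphaScreen beads (10 ug/ml final) added 10 min; cleavage lowers signal.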
* = called active by the depositor; ? = inconclusive; . = no result given; & = joins results of further samples; [ ] = another dose, or the depositor's remark. Calls follow the shape of the dose curve; as a rule, active = well fitted curve in the direction sought with a large enough effect; inconclusive = small, poorly fitted or top-dose-only effect, or another doubt; inactive = no such curve, though single readings can be large; an effect the other way counts as inactive or inconclusive. % is scaled to controls: 0 for no effect and ±100 for the full control effect; potency is read from the fitted curve at half-maximal effect.

cpd	compound	TDP1 cell noCPT	TDP1 cell CPT	TDP1 inh
1	O=c1c(-c2cccs2)nc2cnc(N3CCOCC3)nc2n1CCc1ccccc1	22%	2%	.
2	O=S(=O)(/N=C(/Nc1nccs1)c1ccc(F)cc1)c1ccccc1	-4%	0%	1%
3	Cc1ccc2oc(C(=O)N(C)CCC(O)c3ccccc3)c(C)c2c1 (stereo not drawn)	?	?	.
4	COc1ccc(C)cc1Nc1n[n+](C)c(-c2c3ccccc3cc3ccccc23)s1	-7%	-20%	.
5	Cc1ccc(C(=O)N2CCCC2)cc1S(=O)(=O)N1CCOCC1	-6%	5%	3%
6	CSc1ncc(C(=O)N2CCN(c3cccc(C(F)(F)F)c3)CC2)c(C)n1	18µM*	?	4%
7	Cc1ccc(NC(=O)C2CCCO2)cc1[N+](=O)[O-] (stereo not drawn)	10%	4%	-1%
8	COc1ccc(C(=O)N2CC3(CC(c4cccc(NC(=O)COc5ccc(Cl)cc5)c4)=NO3)C[C@@H]2C(N)=O)cc1 (stereo partly drawn)	?	21µM*	7%
9	COc1cccc2cc(C(=O)Nc3cccnc3N3CCOCC3)c(=O)oc12	?	?	5%
10	CC(=O)Nc1ccc(NC(=O)CSc2ccc(-c3sc(C)nc3C)nn2)cc1	?	-22%	2%
11	CCc1ccc(/C=C2\SC(=S)N(CCCC(=O)NCCCN3CCOCC3)C2=O)cc1	?	21µM*	.
12	O=C(CSc1n[nH]c(-c2cccs2)n1)N1CCOCC1	-9%	-19%	3%
13	Cc1sc(NC(=O)/C=C/c2ccco2)c(C(=O)OC(C)C)c1C	-28%	-9%	0%
14	COc1ccc(NC(=O)CSc2ccc(-c3sc(C)nc3C)nn2)cc1OC	8.2µM*	?	6%
15	CC(C)[C@H](NC(=O)N1CC(=O)Nc2ccccc21)C(=O)N1CCC[C@H]1C(=O)O	-9%	-7%	.
16	O=C(c1ccc2ccccc2c1)N1CCN(c2ccc(C(F)(F)F)cn2)CC1	?	-3%	2%
17	COc1ccc(OCC(=O)Nc2ccc(N3CCCCC3)cc2)cc1	2%	-14%	1%
18	COc1ccc(NC(=O)CN(C)CC(=O)Nc2ccccc2SC)cc1	-27%	0%	-3%
19	CCOc1cc(N2CCOCC2)c(OCC)cc1NC(=O)COC(=O)CCOc1ccc(C(C)(C)C)cc1	?	?	11%
20	O=C(O)c1cc2cc(Cl)cc(Cl)c2oc1=O	-27%	?	-6%
21	NC(=O)CNC(=O)c1ccc(Cl)cc1	-5%	6%	5%
22	CCc1cc(C(=O)N2CCOCC2)c(NC2=NS(=O)(=O)c3ccccc32)s1	-5%	9%	0%
23	COc1ccccc1CN1CCNC(=O)C1CC(=O)O (stereo not drawn)	-16%	6%	6%
24	CCCC1=C(C(=O)OCC)C(/C=C/c2ccccc2)n2ncnc2N1 (stereo not drawn)	13µM*	16µM*	-1%
25	CC(C)(C)c1ccc(S(=O)(=O)NNC(=O)c2cc3ccccc3[nH]2)cc1	?	?	3%
26	CC1(C)CO[C@H](CC(=O)O)CN1	-13%	-5%	8%[56.1 µM]
27	Cc1ccc(C2C(C#N)=C(N)OC3=C2C(=O)CC(C)(C)C3)s1 (stereo not drawn)	12%	-11%	-1%
28	CC(=O)N1CCN(c2nc(N)c(C#N)c(CC#N)c2C#N)CC1	2%	15%	6%
29	Cc1cc(NCc2ccco2)n2ncnc2n1	3%	-5%	-3%
30	O=C(COC(=O)Cc1c(Cl)cccc1Cl)NCC1CCCO1 (stereo not drawn)	-20%	-3%	-1%

Reprinted from the part before: 3 entries, then new ones.
cpd	compound	TDP1 cell noCPT	TDP1 cell CPT	TDP1 inh
28	CC(=O)N1CCN(c2nc(N)c(C#N)c(CC#N)c2C#N)CC1	2%	15%	6%
29	Cc1cc(NCc2ccco2)n2ncnc2n1	3%	-5%	-3%
30	O=C(COC(=O)Cc1c(Cl)cccc1Cl)NCC1CCCO1 (stereo not drawn)	-20%	-3%	-1%
31	O=C(CCn1ccc([N+](=O)[O-])n1)Nc1nccs1	-1%	1%	0%
32	CN(C)C(=O)c1ccc(-c2nc(Nc3ccc(F)cc3)c3ccccc3n2)cc1	23µM*	?	.
33	CCOC(=O)C1=C(CSc2nc(C)cc(C)c2C#N)OC(N)=C(C#N)C1c1ccccc1 (stereo not drawn)	23µM*	?	6%
34	N#Cc1c(N(CCO)CCO)nc(N)c2c(N)nc3c(c12)CC(=O)N3CC1CCCO1 (stereo not drawn)	-12%	-3%	3%
35	COC(=O)c1ccc(CNC(=O)CC[C@H]2O[C@@H](n3cc(C)c(=O)[nH]c3=O)C[C@@H]2O)cc1	5%	9%	.
36	Cc1cc(C(=O)OCC(=O)NC2CCCCC2C)c2ccccc2n1 (stereo not drawn)	-1%	-18%	0%
37	COc1ccc(-c2cn3c(n2)CCC3)cc1	-11%	-6%	-1%
38	COc1cc(OC)cc(C(=O)NCc2n[nH]c(=S)n2-c2ccccc2)c1	-5%	0%	8%
39	CC(=O)NCCC(=O)Nc1cc(F)ccc1C	8%	9%	2%
40	CC(=O)OC1COC(N2CCc3ccccc32)C(OC(C)=O)C1OC(C)=O (stereo not drawn)	-9%	3%	-5%
41	Cc1ccc(-c2nc3ccc(Br)cn3c2Cc2ccsc2)cc1	23µM*	15µM*	.
42	COc1cccc(CNC(=O)c2c(C)oc3nc(C)nc(N4CCOCC4)c23)c1	-5%	-9%	2%
43	CCOC(=O)c1noc(C)c1C(=O)Nc1nc(C)cc(C)n1	-7%	-2%	-2%
44	O=c1c(Cc2c(F)cccc2Cl)c(O)ccn1C1CC1	2%	-1%	0%
45	Cc1cc(C)cc(NC(=O)CSc2nnc(-c3ccncc3)o2)c1	-3%	2%	4%
46	CCNC(=O)N(C)C[C@H]1N[C@@](CC)(C(=O)OC)[C@H]2C(=O)N(C)C(=O)[C@@H]12	2%	-21%	-1%
47	CC(=O)OCC=C1CCC2C3CCC4=CC(=O)CCC4(C)C3C(O)CC12C (stereo not drawn)	12µM*	12µM*	.
48	COC(=O)c1cccc(N2CCCC2=O)c1	5%	-8%	-2%
49	O=C(COC(=O)/C=C/c1ccc([N+](=O)[O-])cc1)NCc1cccs1	11%	-1%	-1%
50	CCOC(=O)N1CCN(C(=O)CN(Cc2ccccc2)S(C)(=O)=O)CC1	2%	?	-6%
51	CN(C)S(=O)(=O)c1ccc(N2CCCC2)c(C(=O)N2CCN(S(=O)(=O)c3ccccc3F)CC2)c1	-23%	?	-8%
52	CN(CCC#N)C(=O)COC(=O)c1ccccc1OCc1ccccc1Cl	-14%	3%	5%
53	Cc1ccccc1CSc1nc(-c2cccc(F)c2)nc2c1Cc1c(CO)cnc(C)c1O2	-10%	-8%	-5%
54	CC1CCC(NCCNC(=O)c2ccco2)CC1 (stereo not drawn)	12%	17%	-8%
55	Cc1ccc(C(=O)NCCNc2ccc([N+](=O)[O-])cc2C(F)(F)F)cc1	18µM*	18µM*	0%
56	CCOC(=O)c1ccccc1NC(=O)Cn1c(-c2nonc2N)nc2ccccc21	0.92µM*	0.82µM*	10%
57	CCn1cc(C(=O)NCc2ccc(OC)cc2)c(=O)c2ccc(C)nc21	-19%	-14%	.
58	CCOc1ccc(/C=N/NC(=O)c2ccc(Cn3cc([N+](=O)[O-])cn3)o2)cc1	-23%	-20%	0%
59	c1ccc(COCCCn2cc(-c3ccccc3)nn2)cc1	?	-18%	.
60	Cc1cc(OC(C)C(=O)NCCCN2CCOCC2)c2c(C)cc(=O)oc2c1 (stereo not drawn)	-2%	0%	0%

The list goes on; it opens with the 3 that closed the last part.
cpd	compound	TDP1 cell noCPT	TDP1 cell CPT	TDP1 inh
58	CCOc1ccc(/C=N/NC(=O)c2ccc(Cn3cc([N+](=O)[O-])cn3)o2)cc1	-23%	-20%	0%
59	c1ccc(COCCCn2cc(-c3ccccc3)nn2)cc1	?	-18%	.
60	Cc1cc(OC(C)C(=O)NCCCN2CCOCC2)c2c(C)cc(=O)oc2c1 (stereo not drawn)	-2%	0%	0%
61	O=C(c1cccc(F)c1)N1CCC[C@@]2(CCN(C(c3ccccc3)c3ccccc3)C2)C1	?	?	.
62	COC(=O)[C@H](C)NC(=O)Nc1cccc(C)c1	-17%	-1%	4%
63	Cc1ccccc1-n1c(=O)cc(N2CCC3(CC2)OCCO3)[nH]c1=O	8%	2%	6%
64	CC(C)(C)[C@H]1COC(=O)CC/C=C\C[C@@H](CC(=O)N[C@H](CO)Cc2ccccc2)C(=O)N1	-2%	-3%	1%
65	CCN(CC)S(=O)(=O)c1ccc(C)c(NC(=S)NNC(=O)C2CC2)c1	10%	17%	-5%
66	O=c1cc(CSc2nnc(-c3cccs3)n2Cc2ccccc2)nc2sc3ccccc3n12	3.7µM*	5.8µM*	-5%
67	O=C(CC1C(=O)NCCN1Cc1ccc(-c2ccccc2)cc1)NCCOc1cccnc1 (stereo not drawn)	16µM*	?	6%
68	CC(CNc1ccccc1O)C(=O)O (stereo not drawn)	26µM*	?	.
69	COC(=O)c1c(NC(=O)CCNCc2ccco2)sc2c1CCC2	?	23µM*	0%
70	CNc1c([N+](=O)[O-])cnn1-c1ccc(F)cc1	-3%	1%	0%
71	O=c1[nH]c(-c2ccccc2O)nc2ccccc12	-13%[9.04 µM]	5%[9.04 µM]	4%
72	C=CCN1C(=O)[C@]2(c3ccccc31)C1CCCC=C1C(C#N)=C(N)C2(C#N)C#N (stereo partly drawn)	-4%	?	-5%
73	CCC(=O)N1CCc2cc(S(=O)(=O)CCC(=O)Nc3cccc(C)n3)ccc21	1%	3%	0%
74	N=C(N)SCc1nc2ccccc2c(=O)n1-c1ccccc1	18µM*	?	-3%&-1%
75	Cc1nnc(SCC(=O)NNC(=O)c2ccc(Br)cc2)n1C	-7%	5%	6%
76	CCCCC(C(=O)O)C(C)CC(=O)Nc1nncs1 (stereo not drawn)	?	?	4%
77	CC(C)c1ccc(NC(=O)C(c2ccccc2)N2CCN(C=O)CC2)cc1 (stereo not drawn)	?	-19%	4%
78	Cc1ncsc1CCSc1nc2ccccc2c(=O)n1C	23µM*	?	-1%
79	Cc1cc(NC(=O)CCN2C(=O)/C(=C\c3ccccc3Cl)SC2=S)no1	-29%	?	2%
80	CCCCOCCCNC(=O)c1cccc(OC)c1	-10%	?	2%
81	CC1CCCC(NC(=O)CSc2nnc(-c3cccnc3)o2)C1C (stereo not drawn)	?	-20%	.
82	O=C(O)c1ccc(N2C(=O)CC(Cc3ccccc3)C2=O)cc1 (stereo not drawn)	-15%	-9%	7%
83	CC(=O)NC1=NN(C(C)=O)C(C)(c2ccccc2)S1 (stereo not drawn)	5.8µM*	5.8µM*	.
84	CCCCCCn1cc(CN2CC(N3CCN(Cc4cccc(C)c4)CC3)CS2(=O)=O)nn1 (stereo not drawn)	23µM*	?	.
85	Clc1ccc(-n2cccc2CN2CCc3nnc(Cc4ccccc4)n3CC2)nc1	-14%	4%	.
86	Cc1ccc(NC(=O)CSc2ncc(-c3ccccc3)n2C(=O)c2ccccc2)cc1	-29%	-25%	10%
87	CCC1CCCCN1CCCNC(=O)C1CCC(Cn2c(=O)[nH]c3ccccc3c2=O)CC1 (stereo not drawn)	5%	-21%	1%
88	CC(C)=CCCC1(C)C=Cc2c(ccc3c2[nH]c2cc(O)c(C)cc23)O1 (stereo not drawn)	16µM*	16µM*	10%
89	O=C(NNC1CC(=O)N(c2ccc(Cl)cc2)C1=O)c1ccco1 (stereo not drawn)	4%	9%	-8%
90	Cn1c(=O)n(C)c2cc(N3CCCCC3)c(NC(=O)c3ccc(C(C)(C)C)cc3)cc21	?	?	5%

(continued)
cpd	compound	TDP1 cell noCPT	TDP1 cell CPT	TDP1 inh
91	CCC(C)N1CC(C(=O)O)CC1=O (stereo not drawn)	5%	-10%	4%
92	Cc1ccccc1CN1C(=O)C(C)Sc2ccc(-c3ccco3)cc21 (stereo not drawn)	?	?	.
93	COc1ccccc1N1CCN(C(CNS(=O)(=O)c2cc(F)ccc2F)c2cccnc2)CC1 (stereo not drawn)	-16%	-50%	8%
94	CCn1c2c(c(=O)n3ncc(C(=O)Nc4cc(Cl)ccc4OC)c13)CN(Cc1ccc(OC)cc1)CC2	?	?	7%
95	Cc1ccccc1OCCC(=O)OCC(=O)NC1CCS(=O)(=O)C1 (stereo not drawn)	19%	-8%	.
96	COc1ccc(C2(C)NC(=O)N(CC(=O)Nc3ccc4ccccc4c3)C2=O)cc1OC (stereo not drawn)	?	-8%	-11%
97	C=CCOc1ccc(C(=O)Nc2ccc(OCC)cc2)cc1	-10%	3%	-3%
